Rad51 HR inh: Rad51 (human) homologous recombination inhibition. inhibition, % at 10 µM. hit rate 0.085% among 200,000. hRad51 DNA strand exchange, fluorescence dequenching;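 active means inhibition above 40% at the single screening dose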;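 further: 0% = DMSO control wells and 100% = blanks with heterologous ssDNA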
Target sequence (Q06609 whole entry, looked up): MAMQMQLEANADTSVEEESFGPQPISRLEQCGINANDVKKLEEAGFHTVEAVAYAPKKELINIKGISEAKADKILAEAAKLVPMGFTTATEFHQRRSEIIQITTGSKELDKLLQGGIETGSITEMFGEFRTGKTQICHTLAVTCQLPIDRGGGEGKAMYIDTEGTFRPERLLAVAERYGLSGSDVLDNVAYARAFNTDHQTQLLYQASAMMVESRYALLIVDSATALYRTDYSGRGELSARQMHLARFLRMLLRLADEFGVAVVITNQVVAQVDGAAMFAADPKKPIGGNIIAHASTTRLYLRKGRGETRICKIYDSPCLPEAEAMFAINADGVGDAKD
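Test system – preformed human Rad51 ssDNA filaments · Reagent – Donor/quencher-labelled 47-bp dsDNA substrate · Incubation – 37 °C 15-min filament assembly, 30-min compound preincubation, 15-min exchange · Signal – FRET fluorescence dequenching, excitation 485 nm, emission 520 nm · Read-out – percent inhibition from fluorescence, normalised to plate control and blank means · Benchmarks – plate control and blank wells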
* = called active by the depositor.

COC(=O)C1=C(c2cccc(OC)c2OC)C[C@@H]2CC[C@H]1N2C(=O)NCCS(C)=O (some centres undefined)
  Rad51 HR inh = -6

CCOC(=O)C1(c2ccccc2)CCN(CCC(C#N)(c2ccccc2)c2ccccc2)CC1
  Rad51 HR inh = -4

COC(=O)C1=CO[C@H](C)[C@H]2CN3CC[C@@]4(C(=O)Nc5ccccc54)[C@@H]3C[C@H]12
  Rad51 HR inh = 5

COC(=O)C1=C(c2ccc(S(C)(=O)=O)cc2)C[C@@H]2CC[C@H]1N2C(=O)NCc1ccc(C(F)(F)F)cc1
  Rad51 HR inh = -4

O=C(Nc1cccc(Cl)c1)c1c(O)c2c(n(Cc3ccco3)c1=O)CCCC2
  Rad51 HR inh = 4

COc1ccc2c(c1O)-c1cccc3c1[C@@H](C2)N(C)CC3
  Rad51 HR inh = -2

C[N+]1(CCC(C(N)=O)(c2ccccc2)c2ccccc2)CCCCC1
  Rad51 HR inh = -2

COC(=O)C1=C(c2ccccc2)C[C@@H]2CC[C@H]1N2C(=O)NCc1cccc2ccccc12
  Rad51 HR inh = 6

NCCc1ccccc1
  Rad51 HR inh = -2

C[C@H]1C/C=C/[C@H]2[C@H](O)[C@H](C)[C@@](C)(O)[C@H]3[C@H](Cc4ccccc4)NC(=O)[C@]32[C@H](O)/C=C/[C@](C)(O)C1
  Rad51 HR inh = 0

COC(=O)C1=C(c2cc3ccccc3o2)C[C@@H]2CC[C@H]1N2C(=O)NC1CCCCC1
  Rad51 HR inh = 3

COC(=O)C1=C(c2cccc(OC)c2OC)C[C@@H]2CC[C@H]1N2C(=O)NCC1CC1
  Rad51 HR inh = -4

C[C@]12N[C@H](Cc3ccccc31)c1ccccc12
  Rad51 HR inh = 0

COC(=O)C1=C(c2cccc(OC)c2OC)C[C@@H]2CC[C@H]1N2C(=O)N1CCCCC1
  Rad51 HR inh = -1

Nc1ccc(CCN2CCN(c3cccc(C(F)(F)F)c3)CC2)cc1
  Rad51 HR inh = 1

The last six compounds of the part before come first, to join the parts:
C[C@H]1C/C=C/[C@H]2[C@H](O)[C@H](C)[C@@](C)(O)[C@H]3[C@H](Cc4ccccc4)NC(=O)[C@]32[C@H](O)/C=C/[C@](C)(O)C1
  Rad51 HR inh = 0

COC(=O)C1=C(c2cc3ccccc3o2)C[C@@H]2CC[C@H]1N2C(=O)NC1CCCCC1
  Rad51 HR inh = 3

COC(=O)C1=C(c2cccc(OC)c2OC)C[C@@H]2CC[C@H]1N2C(=O)NCC1CC1
  Rad51 HR inh = -4

C[C@]12N[C@H](Cc3ccccc31)c1ccccc12
  Rad51 HR inh = 0

COC(=O)C1=C(c2cccc(OC)c2OC)C[C@@H]2CC[C@H]1N2C(=O)N1CCCCC1
  Rad51 HR inh = -1

Nc1ccc(CCN2CCN(c3cccc(C(F)(F)F)c3)CC2)cc1
  Rad51 HR inh = 1

CNCCc1ccc(O)c(O)c1
  Rad51 HR inh = -2

COC(=O)C1=C(c2cc3ccccc3o2)C[C@@H]2CC[C@H]1N2C(=O)NCCO
  Rad51 HR inh = -4

COC(=O)C1=C(c2cccc(OC)c2OC)C[C@@H]2CC[C@H]1N2C(=O)NCc1ccc(F)cc1
  Rad51 HR inh = 2

CC(N)Cc1c[nH]c2ccc(OCc3cccs3)cc12 (centres undefined)
  Rad51 HR inh = 8

COC(=O)C1=C(c2ccc(S(C)(=O)=O)cc2)C[C@@H]2CC[C@H]1N2C(=O)NC1CC1
  Rad51 HR inh = 3

O=C(NC1CCCCC1)[C@@H]1CC=C[C@@H]2CCN(Cc3ccccc3)C(=O)[C@@H]21
  Rad51 HR inh = 4

Clc1cc(I)cc(Cl)c1NC1=NCCN1
  Rad51 HR inh = 1

COC(=O)C1=C(c2cc3ccccc3o2)C[C@@H]2CC[C@H]1N2C(=O)N1CCCCC1
  Rad51 HR inh = 4

CCN1C[C@@]2(COC)C3[C@@H](OC)[C@H]4[C@@H]1[C@@]3(C1C[C@H]3[C@H](OC(=O)c5ccccc5)C1[C@]4(OC(C)=O)C[C@H]3OC)[C@@H](OC)C[C@H]2O (some centres undefined)
  Rad51 HR inh = -4

Cc1cccc(N/N=C/c2c(O)[nH]c(=S)[nH]c2=O)c1
  Rad51 HR inh = 11

CCN1C[C@]2(COC)CC[C@H](O)[C@@]34C5C[C@H]6[C@H](O)C5[C@](O)(C[C@H]6OC)[C@@H]([C@H](OC)C23)[C@@H]14 (some centres undefined)
  Rad51 HR inh = -8

COC(=O)C1=C(c2cccc(OC)c2OC)C[C@@H]2CC[C@H]1N2C(=O)NCCO
  Rad51 HR inh = 3

CCC1(c2ccc(N)cc2)CCC(=O)NC1=O (centres undefined)
  Rad51 HR inh = -2

COC(=O)C1=C(c2cccc(OC)c2OC)C[C@@H]2CC[C@H]1N2C(=O)NCc1ccccc1
  Rad51 HR inh = -9

COC(=O)C1=C(c2ccc(S(C)(=O)=O)cc2)C[C@@H]2CC[C@H]1N2C(=O)NC1CCCCC1
  Rad51 HR inh = 4

A stretch from the list above:
CNCCc1ccc(O)c(O)c1
  Rad51 HR inh = -2

COC(=O)C1=C(c2cc3ccccc3o2)C[C@@H]2CC[C@H]1N2C(=O)NCCO
  Rad51 HR inh = -4

COC(=O)C1=C(c2cccc(OC)c2OC)C[C@@H]2CC[C@H]1N2C(=O)NCc1ccc(F)cc1
  Rad51 HR inh = 2

CC(N)Cc1c[nH]c2ccc(OCc3cccs3)cc12 (centres undefined)
  Rad51 HR inh = 8

More entries follow.
COC(=O)C1=C(c2ccccc2)C[C@@H]2CC[C@H]1N2C(=O)NCCO
  Rad51 HR inh = -3

CCC/C=C(\CCC)C(NP(=O)(c1ccccc1)c1ccccc1)c1ccccc1 (centres undefined)
  Rad51 HR inh = 1

CCOC(=O)c1ccccc1NC(=O)c1c(O)[nH]c(=O)[nH]c1=O
  Rad51 HR inh = 0

CN1C2CCC1CC(OC(c1ccccc1)c1ccccc1N)C2 (centres undefined)
  Rad51 HR inh = -5

Some of the compounds tested (hit frequency here may not be typical).
